# From PubChem
# HT1080NT lethal – kills 2HG-producing HT-1080-NT fibrosarcoma cells; Potency, µM (series often up to 46.1 µM), without a hit: at the top dose activity, negative = less viability, most hits filed as cytotoxic; AID 686970; 360,000 compounds, 1.6% hits; HT-1080-NT fibrosarcoma viability, CellTiter-Glo ATP luminescence, 48 h;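 note: NT is the 2HG producing partner of a matched IDH1 knockdown line; potency is the fitted concentration of half-maximal effect; 0% = DMSO-treated cells and -100% = media-only wells without cells; nearly all actives have a fitted effect of over 55% in size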
#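 A 48-hour cytotoxicity screen used HT-1080-NT cells plated 2 hours before compound delivery. ATP-based CellTiter-Glo luminescence measured viability, normalized to DMSO and no-cell controls.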
# IL1B secr inh – inflammasome signaling inhibition, IL-1 beta readout; THP-1 LPS/ATP IL-1B secretion, AlphaLISA, 16 h; stronger effect = lower value; activity change, % at 57.5 µM; 360,000 compounds, 4.7% hits; AID 743279; in the data active = activity change below about -50%; inconclusive = mostly about -30% to -49%; note: % is set by controls: 0 for no effect and ±100 for the full control effect
#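 THP-1 cells pretreated 1 hr with compounds (up to 57.5 uM final), then stimulated with LPS (250 ng/mL final) plus ATP (1.25 mM final); secreted IL-1B measured by AlphaLISA after 16 hr, decreased signal indicating inhibition.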
# WRN inhibitor – WRN helicase (human) inhibition. Q14191. WRN helicase unwinding, fluorescent forked duplex, kinetic. Potency, µM (doses to about 114 µM), for the others: at the top dose activity change, negative = inhibition, hits mostly inhibitors. 360,000 compounds, 0.46% hits. AID 651768; note: potency is the fitted concentration of half-maximal effect; % is set by controls: 0 for no effect and ±100 for the full control effect; nearly all actives have a fitted effect of over 55% in size
#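 WRN at 20 nM final preincubated with compound 15 min at room temperature; reaction started with 100 nM fluorophore/quencher forked duplex oligonucleotide and 2 mM ATP final. Unwinding followed kinetically by red fluorescence (ex 525, em 598 nm).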
# ATXN2 expr inh – inhibitors of ATXN2 expression; HEK-293 ATXN2-luciferase reporter, luminescence, 24 h; Potency, µM (highest dose often 57 µM), for the others: at the top dose activity change, negative = inhibition, most hits filed as inhibitors; 360,000 compounds, 0.72% hits; AID 1745845; note: potency is the fitted concentration of half-maximal effect; % is set by controls: 0 for no effect and ±100 for the full control effect; nearly all actives have a fitted effect of over 55% in size
#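 ATXN2-luciferase reporter cells (luciferase flanked by upstream and downstream ATXN2 gene portions) were treated 24 h at 37 °C with compounds at up to 57 uM. SteadyGlo luminescence gave expression; GF-AFC fluorescence gave viability.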
# MCF10A rereplic – inducers of DNA re-replication in MCF 10A breast cells | MCF 10A DNA re-replication, Hoechst nuclear intensity, 48 h | Potency, µM (doses to about 46.1 µM), for the others: at the top dose activity, positive = re-replication, hits mostly activators | 350,000 compounds, 2.9% hits; note: potency is the fitted concentration of half-maximal effect; % of control where 0% means no effect; nearly all actives have a fitted effect of over 50% in size
# HT1080 IDH1KD tx – HT-1080 IDH1 knockdown cell toxicity (counter line); 360,000 compounds, 2% hits; AID 686971; Potency, µM (titrated, usually from 46.1 µM), for the others: top-dose activity, negative = toxicity, actives largely listed as cytotoxic; HT-1080 IDH1 knockdown viability, ATP luminescence, 48 h;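 note: potency is the fitted concentration of half-maximal effect; 0% = DMSO wells and -100% = cell-free medium wells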
#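 IDH1KD HT-1080 cells, 750/well, RPMI + 5% FBS; compound pinned after 2 h settling; 48 h, 37 °C; CellTiter-Glo luminescence; % activity normalised to DMSO and no-cell wells; curves fitted, classed by r2 and efficacy.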
# SW480 rereplic – inducers of DNA re-replication in SW480 colon cancer cells; 340,000 compounds, 1.8% hits; AID 624297; Potency, µM (titrated, usually from 46.1 µM), for inactives: at the top dose re-replication activation, hits mostly activators; SW480 DNA re-replication, Hoechst DNA content imaging, 48 h; note: potency is the fitted concentration of half-maximal effect; % of control where 0% means no effect; nearly all actives have a fitted effect of over 55% in size
#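 SW480 cells exposed to compounds for 48 hr at 37 C, 5% CO2, then Hoechst-stained 40 min. Nuclear DNA content imaged by fluorescence scanning (405 nm excitation, 500-530 nm emission); re-replication scored as increased high-intensity nuclei.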
# KB-3-1 tox – kills parental KB-3-1 adenocarcinoma cells. 400,000 compounds, 1.4% hits. Potency, µM (doses to about 46.1 µM), for the others: at the highest dose activity change, negative = cytotoxic, usual class: cytotoxic. KB-3-1 viability, CellTiter-Glo ATP luminescence, 72 h; note: potency is the fitted concentration of half-maximal effect; % is set by controls: 0 for no effect and ±100 for the full control effect; nearly all actives have a fitted effect of over 60% in size
#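 Here the drug-naive KB-3-1 line serves as comparator for MDR sub-line selectivity; cells received compound titrations, 72 h at 37 °C, then CellTiter-Glo readout.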
# KB-V1 cytotox – KB-V1 MDR subline cytotoxicity; KB-V1 MDR cells viability, CellTiter-Glo, 72 h; Potency, µM (series often up to 46.1 µM), for the others: at the top dose activity change, negative = cytotoxicity, most hits filed as cytotoxic; 400,000 compounds, 3.4% hits; AID 1347076; note: potency is the fitted concentration of half-maximal effect; % is set by controls: 0 for no effect and ±100 for the full control effect; nearly all actives have a fitted effect of over 60% in size
#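 Cytotoxicity via CellTiter-Glo luminescence after 72 h compound exposure at 37 degrees C. Cells: drug-selected KB-V1 line, DMEM phenol-red free plus 10% FBS. Compounds tested at multiple concentrations; normalized data fitted to concentration-effect curves.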
# * hit, by the source's call; ? = inconclusive; / = no result given; [ ] = remark or other dose. Unless noted, calls come from the whole dose curve; as a rule, active = well fitted curve in the direction sought with a large enough effect; inconclusive = small, poorly fitted or top-dose-only effect, or another doubt; inactive = no such curve, though single readings can be large; an effect the other way counts as inactive or inconclusive.
SMILES,HT1080NT lethal,IL1B secr inh,WRN inhibitor,ATXN2 expr inh,MCF10A rereplic,HT1080 IDH1KD tx,SW480 rereplic,KB-3-1 tox,KB-V1 cytotox
CC(=O)NC12CC3CC(C1)CC(C(=O)N1CCN(S(=O)(=O)c4cccc(C(F)(F)F)c4)CC1)(C3)C2,-1%,1,-4%,-10%,3%,-3%,3%,-16%,0%
Cc1ccccc1SC1CCN(Cc2nc(C3CC3)no2)CC1,4%,17,-25%[57.1 µM],-32%[11.3 µM],-3%,6%,-2%,-8%,-28%
O=C(NCCS(=O)(=O)NC1CCCCC1)c1ccccc1,-3%,-3,-1%,6%,1%,-5%,-2%,-8%,?
Nc1nonc1N/N=C\c1ccccc1,21%,0,-3%,5%,0%,?,-4%,?,?
C=CCNC(=O)/C(=C/c1ccco1)NC(=O)c1ccc(Br)o1,14%,19,-5%,-6%,-2%,6%,-2%,9%,4%
CC(=O)COc1nc2c(c(-c3ccco3)c1C#N)CCc1ccccc1-2,-21%,13,-11%,-4%,?,-29%,9%,?,?
COc1ccc(C(=O)C2CCN(CC(=O)Nc3ccc(OC)cc3OC)CC2)cc1,?,-16,-2%,-27%,?,0%,-4%,-16%,-33%
COc1ccc(NC(C)C(=O)Nc2ccc(C(C)(C)C)cc2)cc1Cl (configuration not stated),?,-54*,-12%,-6%,16µM*,?,12%,-6%,-22%
N#Cc1ccsc1NC(=O)CN1CCN(c2ccccc2O)CC1,2%,12,-9%,16%,10%,2%,-4%,0%,-6%
COc1ccc(CCNS(=O)(=O)c2ccc(N3CCCC3=O)cc2)cc1,-8%,-3,-1%,-12%,?,-6%,0%,-21%,-14%
O=C(CCc1nnc(CCCCc2ccccc2)o1)NC1CCCC1,0%,-9,0%,-12%,-3%,0%,-7%,-17%,0%
CC1=C(C(=O)OCc2ccccc2)C(c2ccccc2Cl)NC(=O)N1CCCCCC(=O)O (configuration not stated),10%,18,-3%,5%,?,8%,26%,0%,-13%
O=C(Cc1c(F)cccc1Cl)NCCc1c[nH]c2ccccc12,-14%,?,0%,8%,-19%,1%,-8%,-3%,-10%
COc1ccc(C)cc1S(=O)(=O)N1CCN(C(=O)c2ncoc2-c2ccc(F)cc2)CC1,1%,21,-2%,-5%,-2%,-5%,-24%,-4%,-21%
COc1ccc(S(=O)(=O)N(C)CC(=O)Nc2ccc(C(N)=O)cc2)cc1OC,-2%,-27,2%,/,-4%,-1%,5%,-2%,-29%
Cc1nc(C(=O)NNC(=O)c2ccc(Cl)cc2)cs1,-35%,66,-2%,?,?,?,1%,?,-11%
Cc1ccc(C)c(OCc2cc(C(=O)N3CCC(N4CCCC(O)C4)CC3)no2)c1 (configuration not stated),-17%,-8,4%,2%,19%,-29%,-4%,14%,-4%
N#Cc1nc(/C=C/c2ccccc2)oc1NCCCN1CCOCC1,-8%,-24,-30%,14%,23µM*,-7%,?,-2%,?
CCN(CC)S(=O)(=O)c1cc(NC(=O)COc2ccc(C#N)cc2OC)ccc1C,-7%,0,-23%,-12%,5%,-12%,/,-6%,?
CCOC(=O)/C=C1\SCC(=O)N1CC(=O)NCc1cccc(Cl)c1,12%,21,3%,-13%,12%,26%,-6%,-1%,?
N#Cc1ccsc1NC(=O)COC(=O)c1ccc(Br)o1,2%,-3,-24%,9%,9%,-3%,1%,-12%,3%
CCN(CC)c1nc(OCCNC(=O)Nc2ccccc2)nc(N(CC)CC)n1,21µM*,-63*,-11%,-8%,?,18µM*,19%,?,?
COc1ccc(-n2c(SCC(=O)Nc3ccc(C(=O)O)cc3)nnc2-c2ccccc2)cc1OC,12%,3,-2%,/,-7%,0%,7%,12%,-3%
O=C(CSc1nnc(COc2ccc(F)cc2)o1)N1c2ccccc2CCc2ccccc21,-23%,-12,-3%,-15%,?,?,14%,10%,6.5µM*
O=C(O)C=Cc1c[nH]c2nccnc12,10%,0,3%,/,/,3%,/,20%,17%

# Whole records from above. Screens in order: HT1080NT lethal	IL1B secr inh	WRN inhibitor	ATXN2 expr inh	MCF10A rereplic	HT1080 IDH1KD tx	SW480 rereplic	KB-3-1 tox	KB-V1 cytotox
# `Cc1ccc(C)c(OCc2cc(C(=O)N3CCC(N4CCCC(O)C4)CC3)no2)c1` (configuration not stated) as listed: -17%	-8	4%	2%	19%	-29%	-4%	14%	-4%
# `Cc1nc(C(=O)NNC(=O)c2ccc(Cl)cc2)cs1` as listed: -35%	66	-2%	?	?	?	1%	?	-11%
# `O=C(Cc1c(F)cccc1Cl)NCCc1c[nH]c2ccccc12` as listed: -14%	?	0%	8%	-19%	1%	-8%	-3%	-10%
# `COc1ccc(C)cc1S(=O)(=O)N1CCN(C(=O)c2ncoc2-c2ccc(F)cc2)CC1` as listed: 1%	21	-2%	-5%	-2%	-5%	-24%	-4%	-21%
# `C=CCNC(=O)/C(=C/c1ccco1)NC(=O)c1ccc(Br)o1` as listed: 14%	19	-5%	-6%	-2%	6%	-2%	9%	4%

# Following part:
SMILES,HT1080NT lethal,IL1B secr inh,WRN inhibitor,ATXN2 expr inh,MCF10A rereplic,HT1080 IDH1KD tx,SW480 rereplic,KB-3-1 tox,KB-V1 cytotox
O=C(Nc1nncs1)C12CC3CC(CC(C3)C1)C2,1%,18,2%,3%,?,6%,-1%,9%,11%
O=C(CCC(=O)Nc1ccccc1Cl)NNC(=O)Nc1cccc([N+](=O)[O-])c1,-4%,1,-27%,-8%,2%,7%,7%,10%,0%
CCC(=O)NC(Nc1nc(C)cs1)(C(=O)OC)C(F)(F)F (configuration not stated),11%,0,-2%,-3%,-5%,8%,4%,16%,-1%
CC(=O)Nc1ccccc1NC(=O)C/C(C)=N/NC(=O)Cc1cccc2ccccc12,4%,16,0%,-1%,19%,5%,-6%,10%,?
O=C(Nc1nc(-c2ccccn2)cs1)C1COc2ccccc2O1 (configuration not stated),?,94,-4%,?,2%,?,-2%,-30%,-4%
COCCn1c(SCC(=O)Nc2ccc(OC)cc2)nnc1-c1ccoc1C,10%,18,-3%,-4%,-6%,0%,-1%,4%,-28%
CN1C(=O)/C(=C/C=C2\SCCN2C)OC1=S,8%,16,2%,90%[activator],-4%,9%,-6%,0%,-12%
COc1cccc(C2CC(c3cccc(Br)c3)n3nc(N)nc3N2)c1 (configuration not stated),10%,?,13%,-5%,-5%,4%,-1%,15%,3%
CC1CC(C)CN(CCCNC(=O)c2cc3c(=O)[nH]c4ccccc4c3n2C)C1 (configuration not stated),?,-17,-7%,/,8%,-19%,-4%,1%,8%
COCCn1cc(C(=O)N2CCC(C)CC2)c2c3ccccc3n(C)c2c1=O,-1%,-1,10%,-2%,-5%,-3%,-4%,-1%,0%
CC(=O)c1ccc(N2CCN(C(=O)c3cc(C)on3)CC2)cc1,7%,18,-2%,29%,3%,11%,-3%,2%,12%
CC(C)(C)OC(=O)N[C@@H](Cc1ccccc1)C(=O)N1CCC(C(=O)NCC(=O)O)CC1,20%,36,2%,-14%,-2%,7%,-2%,4%,9%
O=C(Cc1c(F)cccc1Cl)Nc1ncc([N+](=O)[O-])s1,0%,23,-1%,/,13%,-1%,0%,-2%,?
CCOC(=O)c1c(C)c(C(=O)OCC)n(C)c1C,16%,-13,10%,3%,-7%,8%,-13%,9%,8%
Cc1ccc(-n2ccnc(SCC(=O)NC3CCCC3)c2=O)cc1Cl,-1%,7,-13%,2%,16%,-11%,3%,4%,-15%
Cc1ccc(Cn2c(=O)cc(C(=O)O)c3ccccc32)cc1,0%,10,3%,2%,-2%,1%,-7%,1%,7%
COc1ccc(OC)c(NC(=O)CN2C(=O)NC3(CCCc4ccccc43)C2=O)c1 (configuration not stated),1%,0,-3%,-3%,7%,-3%,3%,5%,?
Cc1ccc(C)c(NC(=S)N/N=C/C(C)c2ccccc2)c1 (configuration not stated),-1%,20,6%,-7%,-6%,5%,-6%,11%,-1%
O=C(Nc1nccs1)c1cccc(N2C(=O)C3C4C=CC(C4)C3C2=O)c1 (configuration not stated),-4%,6,7%,0%,2%,-2%,-4%,4%,-26%
Clc1ccccc1Cn1nnc(-c2ccccc2)n1,10%,-17,5%,9%,?,14%,-5%,-3%,6%

# Shown as a hit in IL1B secr inh (from the list above):
structure,IL1B secr inh,WRN inhibitor,SW480 rereplic
COc1ccc(NC(C)C(=O)Nc2ccc(C(C)(C)C)cc2)cc1Cl (configuration not stated),-54*,-12%,12%
CCN(CC)c1nc(OCCNC(=O)Nc2ccccc2)nc(N(CC)CC)n1,-63*,-11%,19%
